# Compound activity: PubChem, several laboratories
# MOR-DOR ag = agonists of OPRM1-OPRD1 heterodimerization, primary screen, cell-based, luminescence. Mu-type opioid receptor (Homo sapiens) + Delta-type opioid receptor (Homo sapiens), …. cells. activation, % at 9.3 µM. 340,000 compounds, 0.3% hits. AID 504326, 2011; in the data active = activation above about 18%;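 also: 0% = vehicle-treated cells and 100% = reference agonist; values of inactives mirror those of a sister screen read the other way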
# MOR-DOR inv ag = inverse agonists of MOR-DOR heterodimerization, primary screen, cell-based, luminescence. inhibition, % at 9.3 µM. Mu-type opioid receptor (Homo sapiens) + Delta-type opioid receptor (Homo sapiens), …. 340,000 compounds, 0.21% hits. cell-based MOR-DOR heterodimer luminescence, inverse agonism; in the data active = inhibition above about 22%, passing the limit was not always enough;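 also: 0% = cells with DMSO and 100% = wells without cells with DMSO; values of inactives mirror those of a sister screen read the other way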
# phage Ecoli inh = growth loss of phage-infected E. coli, primary screen, RecBCD inhibitor project, absorbance, with phage, HTS | AID 651602, 2012 | inhibition, % at 11.9 µM | 360,000 compounds, 0.26% hits; in the data active = inhibition above about 11%
# PfHsp90 yeast 2 = growth inhibition of PfHsp90-expressing yeast, primary screen, antimalarial PfHsp90 inhibitor project, S. cerevisiae, BacTiter-Glo luminescence, single point, set 2. BacTiter-Glo ATP, 48 h; yeast lacking PDR1 and PDR3 efflux regulators. inhibition, % at 9.4 µM. 310,000 compounds, 0.32% hits. AID 504621, 2011;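 active = every replicate shows inhibition above about 80%, whatever the replicate mean, limit read from the data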;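 also: 0% = DMSO neutral controls and 100% = 20 µM radicicol positive controls; yeast relying on Plasmodium falciparum Hsp90 in place of its own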
# DSG3 Ab inh = inhibitors of pemphigus antibody binding to DSG3, primary screen, biochemical, bead-based, flow cytometry, scFv-GFP | AID 588358, 2011 | DSG3-coupled beads, scFv-anti-DSG3-GFP binding; stronger effect = lower value | binding (percent of control), % at 10 µM | 310,000 compounds, 0.48% hits | Desmoglein-3 (Homo sapiens), P32926;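 active = binding more than 3 SD below its plate's average and above zero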; also: some compounds called inactive have numbers as strong as hits
# HTR5A ag ctr = HTR5A agonists in luminescence cell assay, primary screen, counter-screen for OPRM1-OPRD1 heterodimer agonist project, full-deck HTS; 5-hydroxytryptamine receptor 5A (Homo sapiens), P47898; cell-based; activation, % at 9.3 µM; 340,000 compounds, 0.61% hits; AID 504692, 2011; in the data active = activation mostly above about 9.5%, no sharp cut-off; inactive = mostly below about 7.6%;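 also: 0% = cells with vehicle only and 100% = reference agonist; strong numbers were not always called active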
# Target sequence (P47898 whole entry, looked up): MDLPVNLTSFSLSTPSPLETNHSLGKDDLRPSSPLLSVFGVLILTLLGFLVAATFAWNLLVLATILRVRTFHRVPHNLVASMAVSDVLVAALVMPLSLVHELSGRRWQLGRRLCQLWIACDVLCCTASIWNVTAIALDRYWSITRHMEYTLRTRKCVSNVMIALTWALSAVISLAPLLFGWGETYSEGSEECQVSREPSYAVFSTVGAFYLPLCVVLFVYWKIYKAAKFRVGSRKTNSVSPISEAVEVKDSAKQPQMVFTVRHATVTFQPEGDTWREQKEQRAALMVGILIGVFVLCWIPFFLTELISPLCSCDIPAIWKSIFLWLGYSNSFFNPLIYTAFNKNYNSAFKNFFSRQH
# AddAB inh = growth inhibition of E. coli expressing H. pylori AddAB, primary screen, AddAB inhibitor project, absorbance | inhibition, % at 11.9 µM | 330,000 compounds, 0.29% hits; in the data active = inhibition above about 12%;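 also: 0% = vehicle wells of infected cells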
# PKA-R1A activ = activators of PKA-R1A holoenzyme, primary screen, biochemical, fluorescence polarization, Cy5-IP20, bovine R1A, mouse PKAc; PKA-R1A dissociation; scaled: DMSO 0%, 113 µM cGMP 100%; activation, % at 11.4 µM; 340,000 compounds, 0.083% hits; AID 504707, 2011;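 active = percent activation above the mean of all tested compounds plus 3 SD, cut at about 19% in these data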;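 also: higher means more PKAc released from R1A so a rise in polarization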
# Mot1-301 SUMO = yeast Mot1-301 growth rescue at high temperature, primary screen, SUMOylation pathway inhibitor project, S. cerevisiae, ATP luminescence, 38.5C; S. cerevisiae Mot1-301 growth rescue; percent above DMSO median, 100 means doubled; growth rescue, % at 18.8 µM; 320,000 compounds, 1% hits;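 active = every valid replicate shows activation above 250% relative to neutral control wells; inactive = the rest, any valid replicate at or below 250%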;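 also: OY570 slx delta 5 strain wells were the positive control but not used for scaling; some compounds called inactive have numbers as strong as hits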
# Ecoli viability = E. coli V3065 growth inhibition, primary screen, counter-screen for AddAB inhibitor project, absorbance, OD600. 18 h. inhibition, % at 11.9 µM. 330,000 compounds, 0.27% hits. AID 449728, 2010;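 active = inhibition above the campaign's mean inhibition across all tested compounds plus 3 SD, cut at about 9.9% in these data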;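 also: uninfected addAB+ strain grown without phage in ampicillin broth; 0% = DMSO wells and 100% = ciprofloxacin 0.95 µg/ml wells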
# HTR5A inv ctr = HTR5A inverse agonists in luminescence cell assay, primary screen, counter-screen for OPRM1-OPRD1 heterodimer inverse agonist project, full-deck HTS; 5-hydroxytryptamine receptor 5A (Homo sapiens), P47898; HTR5A cell line, inverse agonism; inhibition, % at 9.3 µM; 340,000 compounds, 0.083% hits; AID 504634, 2011; in the data active = inhibition mostly above about 23%, no sharp cut-off; inactive = mostly below about 18%;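 also: 0% = cells with DMSO and 100% = no-cell wells with DMSO; some compounds called inactive have numbers as strong as hits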
# The depositor's hits bear a star; i = inactive; x = not tested or not shown. Outcome played no part in choosing rows, and some 3.2% of all compounds hit somewhere here.
SMILES,MOR-DOR ag,MOR-DOR inv ag,phage Ecoli inh,PfHsp90 yeast 2,DSG3 Ab inh,HTR5A ag ctr,AddAB inh,PKA-R1A activ,Mot1-301 SUMO,Ecoli viability,HTR5A inv ctr
Cc1ccccc1OCC(=O)Nc1ccc(NC(=O)c2ccco2)cc1,-2.5,12,5.2,-34,109,-6,7.8,1,143,2.0,23
Cc1cc(=O)[nH]c(CN2CCOCC2)n1,-3.4,17,3.9,6,119,-1,2.5,-5,-17,-1.0,2
CNC(=O)c1cc(-c2ccc(Cl)cc2)n(-c2ccccc2)n1,-2.9,16,-1.0,-2,103,0,2.5,-3,10,-2.2,-2
CCCc1c2c(cc3c(=O)cc(C(=O)OCC)oc13)CCCC2,-0.9,4,1.8,-11,103,0,0.6,1,37,-0.4,1
CCCCn1c(N)c(N(CC(C)C)C(=O)COC(=O)c2ccccc2NCCO)c(=O)[nH]c1=O,-1.4,9,4.2,x,105,4,-3.8,-8,1,-0.8,1
N#C/C(=C\c1cccc([N+](=O)[O-])c1)c1ccccn1,-0.6,3,2.6,-44,90,-3,4.4,1,-9,1.5,0
COc1cc(C2N(c3ccccc3)CCN2c2ccccc2)cc(OC)c1OC,1.1,-6,1.2,x,97,-1,2.4,5,393,-0.4,-4
CCC1SC(CC)C(=O)N(CC(=O)NCCc2ccccc2)C1=O (stereo unspecified),-0.3,2,0.9,15,91,2,-0.4,-6,x,-1.1,21
C=CCNC(=O)C1CCN(c2c([N+](=O)[O-])cc(C(F)(F)F)cc2[N+](=O)[O-])CC1,-2.3,11,3.6,x,x,0,2.9,0,-7,-0.5,0
CC1CCCC(NC(=O)NC(=O)COC(=O)C2=NN(c3ccccc3)C(=O)CC2)C1C (stereo unspecified),-0.8,3,0.8,-3,105,4,0.4,8,x,0.9,-11
Cc1ccc(F)cc1NS(=O)(=O)c1ccc(Cl)s1,-0.9,4,x,-4,x,7,3.6,-2,378*,4.2,-19
COc1ccc(OC(=O)C(C)N2C(=O)c3ccccc3C2=O)cc1 (stereo unspecified),-2.6,12,1.5,20,98,-1,-1.4,-4,-10,-1.0,5

# An excerpt from above, limited to AddAB inh, HTR5A inv ctr and phage Ecoli inh.
mol	AddAB inh	HTR5A inv ctr	phage Ecoli inh
N#C/C(=C\c1cccc([N+](=O)[O-])c1)c1ccccn1	4.4	0	2.6
COc1cc(C2N(c3ccccc3)CCN2c2ccccc2)cc(OC)c1OC	2.4	-4	1.2
CCC1SC(CC)C(=O)N(CC(=O)NCCc2ccccc2)C1=O (stereo unspecified)	-0.4	21	0.9
C=CCNC(=O)C1CCN(c2c([N+](=O)[O-])cc(C(F)(F)F)cc2[N+](=O)[O-])CC1	2.9	0	3.6
CC1CCCC(NC(=O)NC(=O)COC(=O)C2=NN(c3ccccc3)C(=O)CC2)C1C (stereo unspecified)	0.4	-11	0.8

# The listing picks up with the two entries that preceded the break.
SMILES,MOR-DOR ag,MOR-DOR inv ag,phage Ecoli inh,PfHsp90 yeast 2,DSG3 Ab inh,HTR5A ag ctr,AddAB inh,PKA-R1A activ,Mot1-301 SUMO,Ecoli viability,HTR5A inv ctr
Cc1ccc(F)cc1NS(=O)(=O)c1ccc(Cl)s1,-0.9,4,x,-4,x,7,3.6,-2,378*,4.2,-19
COc1ccc(OC(=O)C(C)N2C(=O)c3ccccc3C2=O)cc1 (stereo unspecified),-2.6,12,1.5,20,98,-1,-1.4,-4,-10,-1.0,5
CC(Oc1ccc(Br)cc1)C(=O)NCC(c1cccs1)N1CCOCC1 (stereo unspecified),-3.5,19,1.8,34,117,2,0.3,-5,5,1.4,-5
CN1C(=O)c2cccc3c(N)ccc(c23)C1=O,-1.7,9,1.9,-3,92,-1,0.9,-13,-6,3.2,2
O=C1CN(C(=O)/C=C/c2ccc(Cl)cc2)c2ccccc2N1,0.4,-2,5.3,-10,99,-5,4.4,-11,9,1.8,14
CCC(Sc1nc(N)c(NC(=O)c2ccc(OC)c(OC)c2)c(=O)[nH]1)C(=O)OC (stereo unspecified),-1.5,8,2.4,-2,114,5,2.0,-14,4,0.8,-29
O=C(CNS(=O)(=O)c1c(F)cccc1F)NC1CCCc2ccccc21 (stereo unspecified),-3.4,15,3.5,2,99,-1,-0.3,0,7,-0.4,3
O=S(=O)(c1ccccc1)N1CCC(n2cnc3ccccc32)CC1,1.9,-15,-0.1,3,116,3,1.7,-7,1,0.2,-8
CCC1CCCCN1C(=O)Nc1cc(Cl)ccc1OC (stereo unspecified),-3.6,18,3.7,13,95,-3,2.3,-11,7,0.6,6
O=[N+]([O-])c1ccc(C(O)CN=Cc2ccc(O)cc2O)cc1 (stereo unspecified),0.6,-4,5.8,-13,88,-4,6.3,-17,2,2.4,-4
CC(=O)Nc1ccc(S(=O)(=O)Nc2nc(-c3ccc(C(C)(C)C)cc3)cs2)cc1,-2.0,11,3.6,-6,109,2,1.0,9,-11,1.5,-6
Nc1nonc1/C(=N/O)N1CCN(CCO)CC1,-1.1,6,3.5,-1,101,-1,0.8,-3,92,2.3,10
O=C(OCc1ccccc1)Oc1cncc(C(=O)O)c1,-2.3,13,-0.7,x,126,-3,-2.2,-7,-9,-1.4,0
COc1ccc(N2CCN(CCCNC(=O)C3CCN(S(=O)(=O)N4CCOCC4)CC3)CC2)cc1,-0.2,1,3.7,-28,104,-1,3.2,-10,3,-1.3,-4

# Taken from above:
# O=C(OCc1ccccc1)Oc1cncc(C(=O)O)c1 in MOR-DOR inv ag = 13
# O=C1CN(C(=O)/C=C/c2ccc(Cl)cc2)c2ccccc2N1 in phage Ecoli inh = 5.3
# O=[N+]([O-])c1ccc(C(O)CN=Cc2ccc(O)cc2O)cc1 (stereo unspecified) in PKA-R1A activ = -17

# New compounds follow.
SMILES,MOR-DOR ag,MOR-DOR inv ag,phage Ecoli inh,PfHsp90 yeast 2,DSG3 Ab inh,HTR5A ag ctr,AddAB inh,PKA-R1A activ,Mot1-301 SUMO,Ecoli viability,HTR5A inv ctr
CC1O[C@@H](O[C@H](C)CC/C=C/C(=O)O)C(O)C[C@H]1O (stereo partly specified),1.0,-6,4.0,-1,101,7,2.7,-3,-7,0.4,-21
O=C(Nc1ccc(Cl)cc1)N1CCN(c2ccccc2)CC1,0.4,-2,6.2,19,97,1,4.2,-5,9,2.0,-2
O=C(CCCCC(=O)NC1CCCC1)NC1CCCC1,-1.3,6,2.0,6,99,2,0.2,-5,-6,-2.1,-11
COc1cccc(NC(=O)c2sc(Cl)nc2C)c1,-2.4,12,2.0,3,106,13,2.7,-13,i,-1.0,-37
CCCN1CCCC[C@H]1C(=O)Nc1c(C)cccc1C,-0.2,1,0.8,4,113,8,-0.2,-3,6,1.5,-27
CCc1nc2sccc2c(=O)n1N,-0.3,2,4.3,18,102,2,2.9,7,0,0.4,-6
COc1ccc(S(=O)(=O)N2CCOCC2)cc1C(=O)N(C)Cc1ccco1,-1.2,5,3.2,18,102,-4,2.5,-12,-1,2.6,11
CSc1nsc(SCCN2C(=O)c3ccccc3C2=O)n1,-0.3,2,1.8,-2,99,0,5.9,-10,3,-1.6,-7
COc1ccc(C(=O)Nc2nc3ccccc3[nH]2)cc1S(=O)(=O)N1CCCC1,-2.0,11,-0.4,9,111,-4,0.0,-13,235,0.8,11
Cc1ccc(OCC(=O)N(C)CC(=O)Nc2ccc(F)cc2)c([N+](=O)[O-])n1,2.3,-16,2.5,-7,96,-4,0.7,3,-13,2.9,12
Cc1ccccc1N1CC(=O)Nc2c(oc3nc(-c4ccccc4)cc(C)c23)C1=O,-3.5,18,3.0,-1,105,5,0.5,2,-6,-2.6,-5
Cc1ccc(C(C(=O)NC2CCCC2)N(C(=O)c2csnn2)C2CC2)cc1 (stereo unspecified),-1.7,9,0.6,-3,101,5,4.2,-3,327,-1.4,-13
NS(=O)(=O)c1ccc(NC(=S)NCc2ccc(F)cc2)cc1,-1.4,7,4.7,-10,97,1,1.7,-5,-2,2.8,-45
CCN1CCN(S(=O)(=O)c2ccc(Cl)c(C(=O)Nc3ccccc3N3CCOCC3)c2)CC1,-2.0,13,4.5,15,101,3,-0.4,0,x,-2.0,9
Cc1ccc(N(C(=O)c2ccc(S(=O)(=O)N3CCCC3)cc2)C2C=CS(=O)(=O)C2)cc1 (stereo unspecified),-3.7,19,0.7,-5,104,-2,-0.8,-9,-1,-0.3,-10
O=C(NCc1cccc(Cl)c1)c1ccc(N2CC3CC(C2)c2cccc(=O)n2C3)c(NC(=O)c2cccnc2)c1 (stereo unspecified),-0.8,4,1.9,-18,87,3,-2.9,7,10,-0.2,3
CN1C(=O)N(S(=O)(=O)c2ccc(F)c(F)c2F)C(=O)C1(C)C,-1.6,9,1.9,x,91,2,2.7,-5,-2,3.2,-4
O=C(c1ccc(F)cc1)n1c(=S)nc2ccccn21,-3.9,19,-0.9,31,x,-4,-0.3,2,-34,1.6,-18
COc1cccc(NC(=O)C2CCCC2)c1,-2.3,13,4.0,-3,106,2,1.4,8,-5,2.6,-6
CN(CC(=O)NC1CCCCCCC1)S(=O)(=O)c1cnc[nH]1,0.6,-3,4.1,-3,98,-3,0.9,5,-21,0.1,-16
CCCCC(c1nnnn1Cc1ccco1)N1CCN(c2nc3ccccc3s2)CC1 (stereo unspecified),0.0,0,0.6,17,100,4,0.5,-12,34,0.2,-40
FC(F)(F)c1ccc(CSc2ccccn2)cc1,3.8,-19,1.5,-5,107,-1,0.8,-21,-16,0.9,3
Cc1onc(C(N)=O)c1C(=O)Nc1ncc(C(F)(F)F)cc1Cl,-1.6,8,2.3,7,79,4,1.1,7,696,-1.9,-10
C=CCOC(Cn1ccnc1)c1ccc(Cl)cc1Cl (stereo unspecified),-0.9,4,0.4,x,83,-5,1.3,-7,116,-1.6,11
COc1ccc(CN2CCNC(=O)C2CC(=O)N(C)CC2CCOCC2)cc1OC (stereo unspecified),-3.9,20,0.2,17,105,0,2.7,6,-18,2.1,-23
Cc1ccc2c(c1)N(CCC(=O)NC1CC1)C(=O)C(C)O2 (stereo unspecified),-3.9,19,2.8,11,101,-3,0.5,5,-8,1.7,-31
